CF NFkB inh: inhibitors of PAF-induced NF-kB signaling, primary screen, cell-based, GFP fluorescence, uHTS. KKLEB NF-kB-GFP reporter, GFP fluorescence overnight. inhibition, % at 5 µM. actives 0.86% (n = 360,000);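 active = at least 50% inhibition at 5 µM, scaled per plate between neutral and stimulator controls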;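 note: PAF is a Pseudomonas aeruginosa culture filtrate used as stimulus; plate controls were PAF-stimulated DMSO wells for no effect and unstimulated DMSO wells for full effect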
TWEAK Fn14 block: inhibitors of TWEAK-Fn14 signaling, primary screen, luciferase reporter cells, uHTS. TWEAK-stimulated Fn14 reporter cells, luciferase luminescence, 8 h. inhibition, % at 10 µM. actives 2% (n = 360,000). AID 1159606, 2016; in the data active = inhibition above about 50%
aDG glyco act: activators of alpha-DG glycosylation, primary screen, uHTS, Pro5-aDG cells, AlphaScreen; activation, % at 10 µM; actives 0.22% (n = 360,000); AID 624168, 2012; alpha-DG glycosylation AlphaScreen (IIH6); 0% Pro5, 100% B10-LARGE cell signal;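 active = activation of at least 8% versus controls, or a plate z-score of at least 8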;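 note: Pro5 are CHO cells carrying HIG-tagged alpha-DG that lacks glycosylation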
NR2E3 ag-1: inhibitors of NR2E3-RetCOR corepressor binding, primary screen, NR2E3 agonist project, biochemical, TR-FRET, GST-NR2E3, biotin-RetCOR. Photoreceptor-specific nuclear receptor (Homo sapiens), Q9Y5X4. 1536-well. inhibition of corepressor binding, % at 4.78 µM. actives 0.12% (n = 320,000). AID 2300, 2010;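 active = percent inhibition above the cutoff of mean plus 3 SD of all tested compounds, set per screening campaign, cut at about 20% in these data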;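 note: 0% = DMSO wells and 100% = biotin wells as full block of FRET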
Target sequence (Q9Y5X4 whole entry, looked up): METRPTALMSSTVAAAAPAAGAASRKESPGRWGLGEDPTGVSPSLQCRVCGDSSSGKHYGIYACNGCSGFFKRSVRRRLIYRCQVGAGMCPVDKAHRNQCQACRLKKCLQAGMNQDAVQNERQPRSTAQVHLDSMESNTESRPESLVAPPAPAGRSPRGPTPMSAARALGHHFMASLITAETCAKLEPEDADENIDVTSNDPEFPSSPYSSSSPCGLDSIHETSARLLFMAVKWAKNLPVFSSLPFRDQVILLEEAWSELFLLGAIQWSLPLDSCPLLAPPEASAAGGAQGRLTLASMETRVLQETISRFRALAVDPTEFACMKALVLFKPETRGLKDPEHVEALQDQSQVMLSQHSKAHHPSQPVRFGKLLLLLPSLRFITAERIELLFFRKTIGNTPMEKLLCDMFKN
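Test system: GST-NR2E3 and biotin-RetCOR proteins | Quantity: 1.35 nM GST-tagged NR2E3 final | Medium: Tris pH 7.5 | Also added: 7 nM biotin-RetCOR | Dosing: Compound at 4.8 µM, single dose | Timing: 5 h at 4 °C | Detection: Time-resolved FRET | Read-out basis: Percent inhibition | Benchmarks: Biotin wells as high control, 0.6% DMSO wells as low control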
KKLEB cytotox: cytotoxicity in KKLEB CF airway cells, primary screen, cytotoxicity control for CF NF-kB inhibitor project, cell-based, uHTS, fluorescence assay plates; KKLEB CF airway cells viability, ATPlite luminescence, overnight; active compounds read low; cells stimulated with P. aeruginosa culture filtrate; activity change (cytotoxicity), % at 5 µM; actives 0.36% (n = 360,000); AID 602141, 2011;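 active = corrected activity change at or below -50% at 5 µM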
Shn3 3UTR inh: reduction of Shn3 3'UTR firefly luciferase signal, primary screen, Schnurri-3 inhibitor project, cell-based, Clone20 osteoblasts, set 2 | actives 0.52% (n = 360,000) | Clone20 osteoblast Shn3 3'UTR firefly luciferase, 24 h | inhibition, % at 12.5 µM;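 active = mean inhibition of at least 75% with every replicate also reaching 75%; inconclusive = mean inhibition at least 75% but some replicate below; inactive = mean inhibition below 75%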;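 note: 0% = median of neutral control wells and 100% = pilot-screen positive control compound; some compounds past the cut are filed as inactive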
MITF TRPM1 inh: inhibitors of MITF-dependent TRPM1 promoter reporter, primary screen, cell-based, SK-MEL-5, single point, luciferase. inhibition, % at 12.5 µM. SK-MEL-5 TRPM1 promoter luciferase, 24 h. actives 0.83% (n = 330,000);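 active = mean inhibition across replicates of 60% or more, whatever share of single replicates reaches that level; inconclusive = some that reach 60%, reason not given; inactive = mean inhibition across replicates below 60%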; note: values of inactives mirror those of a sister screen read the other way
iPSC survival up: enhancers of single-cell hiPSC survival, primary screen, ATPlite luminescence; survival enhancement, % at 20 µM; actives 0.044% (n = 360,000); 100% = ROCK inhibitor wells, 0% = DMSO; in the data active = survival enhancement above about 18%;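 note: cells exposed to compounds for 16 hours before the ATP read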
NR2E3 ag-2: NR2E3 agonists in two-hybrid cells, primary screen, cell-based, luminescence, CHO-S, Gal4-NCOR/VP16-NR2E3. Photoreceptor-specific nuclear receptor (Homo sapiens), Q9Y5X4. luciferase. inhibition of corepressor binding, % at 3.98 µM. actives 0.35% (n = 360,000). AID 602229, 2012;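 active = inhibition above the mean of all tested compounds plus 3 SD, cut at about 70% in these data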;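 note: 0% = DMSO with NR2E3 transfected cells and 100% = cells lacking NR2E3 construct; higher means lower luciferase signal from less NR2E3 corepressor binding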
Peg3 promoter: Peg3 promoter-driven luciferase inhibitors, primary screen, cell-based, HeLa, luciferase luminescence; inhibition, % at 20 µM; HeLa PEG-Prom luciferase reporter, overnight; actives 1.7% (n = 360,000);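 active = inhibition of at least 50% at 20 µM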
HIF-2a inh: HIF-2a reporter inhibitors, primary screen, luminescence, 786-0 RCC cells | inhibition, % at 18.8 µM | 786-0 RCC cells HIF-2a reporter, luciferase luminescence, overnight | AID 624352, 2012 | actives 0.72% (n = 360,000);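 active = inhibition of the luminescence signal of 40% or more relative to plate controls, in a single-dose primary screen at 18.75 µM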
* hit, by the source's call; ? = inconclusive; . = not tested or not shown.

no.	SMILES	CF NFkB inh	TWEAK Fn14 block	aDG glyco act	NR2E3 ag-1	KKLEB cytotox	Shn3 3UTR inh	MITF TRPM1 inh	iPSC survival up	NR2E3 ag-2	Peg3 promoter	HIF-2a inh
1	COc1ccccc1OCC(=O)Nc1ccc(S(=O)(=O)Nc2onc(C)c2C)cc1	7	11	-0.1	0	-3	-31	0	-0.3	-8	-4	1
2	NCC12CC3CC(C1)CC(c1ccc(Br)cc1)(C3)C2	8	-55	-0.2	-6	-10	48	-7	-0.3	34	104*	-16
3	CCOc1cccc(N(C(=O)CCC(=O)Nc2cc(C)on2)C(C(=O)NC(C)(C)C)c2ccc(OC)cc2)c1 (stereo not given)	16	37	0.0	1	6	1	15	0.0	-29	18	10
4	COC(=O)c1cc(C(=O)OC)cc(N2C(=O)CN=C2Nc2nc(C)cc(C)n2)c1	9	10	0.2	0	5	17	4	-0.3	29	4	7
5	Cc1cc2nc(-c3ccc(SCC(=O)Nc4nccs4)nc3)[nH]c2cc1C	58*	-46	-0.3	.	-59*	9	74*	-1.3	-3	14	-155
6	Cc1ccc(Nc2nnc(SC3CCOC3=O)s2)c(C)c1 (stereo not given)	9	-30	0.1	0	-6	-16	0	-0.4	-16	15	22
7	CC(C)CCNc1cc(=O)n(C)c(=O)n1C	13	9	0.0	0	-24	7	4	2.8	-10	11	15
8	COc1ccc(-c2c(C)oc3c(CN4CCCC(C)C4)c(O)ccc3c2=O)cc1OC (stereo not given)	-1	31	-0.1	.	9	-2	-1	-0.8	4	-3	8
9	COC(C[C@@H](O)C[C@H](O)[C@H](C)OCc1ccccc1)OC	-1	10	-0.1	1	9	-17	-10	-1.8	2	7	8
10	COC(=O)C1=C(C(=O)OC)SC(=C2C(=S)C(C)(C)N(C(=O)CC(C)C)c3ccccc32)S1	9	1	-0.7	-3	0	46	23	1.1	2	36	10
11	COc1ccc(S(=O)(=O)N(CCC#N)Cc2ccco2)cc1OC	5	3	0.0	-1	-16	11	-1	0.4	0	9	14
12	C=CCSc1nnc(NC(=O)c2ccc(S(=O)(=O)NCC3CCCO3)cc2)s1 (stereo not given)	7	28	0.0	-4	3	6	11	2.6	5	8	12
13	O=C(CSc1nnc(Cc2ccccc2)o1)NCc1ccc2c(c1)OCO2	2	-11	0.0	0	-7	2	5	0.5	-8	-1	7
14	COc1ccc(S(=O)(=O)NC(C)C(=O)NCc2ccncc2)cc1Cl (stereo not given)	4	7	-0.1	0	-24	8	9	0.3	-16	7	9
15	COc1ccc(S(=O)(=O)N2CCOC23CCN(C(=O)c2ccccc2Br)CC3)cc1	16	-12	0.1	0	-20	0	-5	0.2	-3	-21	-2
16	CC1(C)CN(c2ccc(N3CC(C)(C)C3=O)cc2)C1=O	-14	-4	0.0	2	13	-11	-47	0.4	-17	-128	-141
17	CNc1nc(NCc2ccc(N(C)C)cc2)c2sccc2n1	20	7	1.0	.	-14	29	.	-0.8	-45	-32	-13
18	O=C1OCc2cc(-n3cccc3)ccc21	-19	2	-0.1	-3	0	-5	-15	1.1	-10	-21	10
19	CC(=O)c1nn(-c2ccccc2)cc1C(=O)c1ccc(Br)cc1	-13	7	0.1	4	-3	-2	22	0.0	8	10	16
20	O=C(Cc1c(C(=O)O)[nH]c2ccccc12)Nc1ccc2c(c1)OCO2	4	-12	0.7	-1	4	-8	-1	0.0	-17	10	10
21	CC1=C(C(=O)N2CCCC(C(=O)c3cccc(C(F)(F)F)c3)C2)OCCO1 (stereo not given)	10	22	0.3	1	9	-3	16	-0.1	-21	11	-3
22	COCCCNC(=O)c1ccc(N(C)S(=O)(=O)c2ccc(OC)cc2)cc1	5	-17	-0.6	-2	2	-6	6	-1.7	2	12	8
23	O=C(c1ccc(NS(=O)(=O)c2ccccc2)cc1)N1CCCC1	4	-11	0.0	1	-3	-7	9	-2.0	-10	18	11
24	CC(=O)NC(C(=O)N1CCC(c2nc3ccccc3s2)CC1)C(C)C (stereo not given)	-1	7	0.8	3	3	9	4	0.0	-23	24	-4
25	Cc1cc2c(c(N)n1)c(=O)oc1ccccc12	-29	-5	0.1	1	-6	-22	-5	0.3	-11	-32	-36
26	O=C(Nc1nc(NC(=O)c2ccco2)n(-c2ccccc2)n1)c1ccccc1	-2	-18	0.9	-6	-4	?	34	-1.0	23	25	-4
27	Cc1ccc(CNC(=O)C2CCC(=O)N(CCc3ccc(Cl)cc3)C2)s1 (stereo not given)	-13	-2	0.1	1	2	-3	-21	-0.2	-25	-2	-24
28	CCNc1cc(Cl)nc(SC)n1	10	-4	0.1	3	-3	6	-8	8.6	-11	-16	-14
29	Cc1ccc(CNS(=O)(=O)c2c(C)n(C)c(=O)n(C)c2=O)cc1	-7	20	-0.1	3	2	2	-5	-0.7	2	19	5
30	COc1ccc(CCNC(=O)C(=O)NCCC2CCCCN2S(=O)(=O)c2ccccc2)cc1 (stereo not given)	17	4	0.5	0	-6	28	9	1.3	31	10	16
31	CC(=O)c1cccc(NC(=O)CCOc2ccccc2)c1	-35	-6	-0.2	5	11	-29	-67	4.5	-7	-119	-117
32	O=C1NC2(CCCCCC2)N=C1c1ccc(Br)cc1	-4	-38	-0.1	-1	8	.	-7	0.0	-2	-9	-29
33	C[C@@H](C(=O)NC1CCCC1)N1C(=O)N2CCc3c([nH]c4ccccc34)[C@@]2(C)C1=O	4	11	0.3	1	-8	24	10	0.0	-11	7	9
34	COC(=O)COc1ccc(C2NC(=O)NC(c3ccccc3)=C2C(C)=O)cc1OC (stereo not given)	10	2	0.0	2	-3	7	10	2.1	-3	17	22
35	CCOC(=O)C(=CNc1ccc(NC2=NCC(C)(C)S2)cc1)C(=O)OCC	14	-3	0.3	-4	4	-36	22	-0.6	-17	13	11
36	CCN(CC(=O)NCc1ccc(F)cc1)C(=O)c1cccnc1SC	-3	36	0.0	2	2	8	1	0.0	10	14	12
37	COC(=O)c1cn(CCOc2ccccc2F)c2ccccc12	0	-18	1.3	-1	0	-24	-22	-1.8	-45	-117	-174
38	O=C1CCC([N+](=O)[O-])C(c2cccc3ccccc23)N1 (stereo not given)	16	-1	-0.2	1	-2	-10	-5	-0.5	21	5	16
39	Cn1cnnc1SCC(=O)NCc1cccc(C(F)(F)F)c1	6	-12	0.2	-2	-4	-21	0	-0.5	-7	-28	-66
40	COc1ccc(N/C=C2\CCOC2=O)cc1	-2	9	0.0	1	2	19	-6	-0.2	15	-1	-5
41	CSc1nc2c(c(=O)[nH]1)C(c1ccncc1)C(C(=O)OC(C)C)=C(C)N2 (stereo not given)	6	-5	-0.2	-2	0	-37	6	-2.4	16	16	34
42	COCC(C)NC(=O)CCSc1nc(-c2ccc(OC)cc2)cc(C(F)(F)F)n1 (stereo not given)	-2	-18	0.4	-1	5	-10	-5	-0.1	-15	25	11
43	O=C1CCN(S(=O)(=O)c2ccc(Cl)cc2)CCN1	15	-1	0.0	1	-24	7	6	3.8	13	23	13
44	O=C1CCCC/C1=C\Nc1ccc(O)cc1	2	-4	-0.1	4	0	8	-7	-2.3	4	-28	-43
45	CC(C)c1ccc(/C=C2\SC(=O)N(CC(=O)NCCCn3ccnc3)C2=O)cc1	-4	4	-0.2	1	-28	-33	-63	-0.9	-17	-278	-178
46	Cc1c(CC(=O)O)c(=O)oc2cc3occ(-c4ccccc4)c3cc12	2	0	-0.3	-3	-6	5	6	0.1	-23	-16	-20
47	O=C(c1ccc2c(c1)OCO2)N1CCC2(CC1)Oc1ccc(F)cc1C(=O)C21CC(c2ccc(Cl)cc2)=NO1 (stereo not given)	-22	-2	-0.2	4	-16	3	-3	0.7	-28	-4	9
48	CC(C)NC(=O)C1CC(=O)N(c2ccc(F)c(Cl)c2)C1 (stereo not given)	-2	-10	0.0	1	-11	-3	-3	3.6	-1	3	8

10 successive entries already listed, for reference:
no.	SMILES	CF NFkB inh	TWEAK Fn14 block	aDG glyco act	NR2E3 ag-1	KKLEB cytotox	Shn3 3UTR inh	MITF TRPM1 inh	iPSC survival up	NR2E3 ag-2	Peg3 promoter	HIF-2a inh
39	Cn1cnnc1SCC(=O)NCc1cccc(C(F)(F)F)c1	6	-12	0.2	-2	-4	-21	0	-0.5	-7	-28	-66
40	COc1ccc(N/C=C2\CCOC2=O)cc1	-2	9	0.0	1	2	19	-6	-0.2	15	-1	-5
41	CSc1nc2c(c(=O)[nH]1)C(c1ccncc1)C(C(=O)OC(C)C)=C(C)N2 (stereo not given)	6	-5	-0.2	-2	0	-37	6	-2.4	16	16	34
42	COCC(C)NC(=O)CCSc1nc(-c2ccc(OC)cc2)cc(C(F)(F)F)n1 (stereo not given)	-2	-18	0.4	-1	5	-10	-5	-0.1	-15	25	11
43	O=C1CCN(S(=O)(=O)c2ccc(Cl)cc2)CCN1	15	-1	0.0	1	-24	7	6	3.8	13	23	13
44	O=C1CCCC/C1=C\Nc1ccc(O)cc1	2	-4	-0.1	4	0	8	-7	-2.3	4	-28	-43
45	CC(C)c1ccc(/C=C2\SC(=O)N(CC(=O)NCCCn3ccnc3)C2=O)cc1	-4	4	-0.2	1	-28	-33	-63	-0.9	-17	-278	-178
46	Cc1c(CC(=O)O)c(=O)oc2cc3occ(-c4ccccc4)c3cc12	2	0	-0.3	-3	-6	5	6	0.1	-23	-16	-20
47	O=C(c1ccc2c(c1)OCO2)N1CCC2(CC1)Oc1ccc(F)cc1C(=O)C21CC(c2ccc(Cl)cc2)=NO1 (stereo not given)	-22	-2	-0.2	4	-16	3	-3	0.7	-28	-4	9
48	CC(C)NC(=O)C1CC(=O)N(c2ccc(F)c(Cl)c2)C1 (stereo not given)	-2	-10	0.0	1	-11	-3	-3	3.6	-1	3	8

Quoted from above, compounds 37–38
no.	SMILES	CF NFkB inh	TWEAK Fn14 block	aDG glyco act	NR2E3 ag-1	KKLEB cytotox	Shn3 3UTR inh	MITF TRPM1 inh	iPSC survival up	NR2E3 ag-2	Peg3 promoter	HIF-2a inh
37	COC(=O)c1cn(CCOc2ccccc2F)c2ccccc12	0	-18	1.3	-1	0	-24	-22	-1.8	-45	-117	-174
38	O=C1CCC([N+](=O)[O-])C(c2cccc3ccccc23)N1 (stereo not given)	16	-1	-0.2	1	-2	-10	-5	-0.5	21	5	16
